miR122 inh = miR-122 inhibition in Huh7 cells; Huh7 miR-122 Renilla luciferase sensor, 48 h; neutral wells = 0, positive control = 100; activation (reporter increase), % at 12.5 µM; hit rate 0.3% among 340,000;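 active = mean replicate activation score at least 90 and every replicate individually at or above 90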;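 also: higher luciferase means less miR-122 activity so hits act as miR-122 inhibitors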
PGC1a acetyl inh = lowers PGC1a acetylation signal in U2OS cells. AlphaScreen anti-acetyl-lysine; with virally co-expressed GCN5 acetyltransferase. hit rate 0.17% among 350,000. AID 651687. inhibition, % at 15.6 µM;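 active = every replicate shows inhibition of at least 40%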;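 also: 0% = neutral control wells and 100% = positive control wells; some results beyond the cut were filed as inactive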
RAD52 inh = inhibitors of human RAD52 DNA annealing; recombinant RAD52 DNA annealing, FRET fluorescence; P43351; AID 651710; hit rate 0.46% among 360,000; inhibition, % at 18.7 µM;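 active = every replicate showing at least 50% inhibition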
Target sequence (P43351 whole entry, looked up): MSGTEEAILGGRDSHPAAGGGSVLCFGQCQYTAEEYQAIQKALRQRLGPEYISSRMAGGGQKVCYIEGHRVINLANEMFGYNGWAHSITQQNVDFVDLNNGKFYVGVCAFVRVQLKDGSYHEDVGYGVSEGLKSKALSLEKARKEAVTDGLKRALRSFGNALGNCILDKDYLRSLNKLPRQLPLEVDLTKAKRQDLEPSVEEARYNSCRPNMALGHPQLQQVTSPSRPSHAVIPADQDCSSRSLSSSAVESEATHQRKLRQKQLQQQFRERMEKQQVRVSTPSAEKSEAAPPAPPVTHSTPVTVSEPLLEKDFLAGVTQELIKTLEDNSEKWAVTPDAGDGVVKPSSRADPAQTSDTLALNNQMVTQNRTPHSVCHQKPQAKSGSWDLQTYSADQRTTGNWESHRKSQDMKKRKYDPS
RAD54 inh = RAD54 (human) branch migration inhibition; Q92698; RAD54 Holliday junction branch migration, FAM/BHQ fluorescence; inhibition, % at 10.4 µM; hit rate 0.14% among 360,000;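 active = mean normalized replicate activity at least 40 and at least half of replicates scoring 40 or more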;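 also: 0% = median of neutral control wells and 100% = median of positive control wells; inhibitors cause a drop in the FAM fluorescence signal; in these data hits start at about 50%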
Cneo AK release = causes C. neoformans cell lysis. AID 651654. lysis activity, % at 15 µM. hit rate 0.2% among 360,000. adenylate kinase release luminescence, 4 h; normalised: neutral wells 0, clomiphene wells 100;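 active = mean lysis activity across replicates of at least 80%, whatever share of replicates individually reach that level; inactive = mean lysis activity below 80%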
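Material – Cryptococcus neoformans yeast cells · Quantity – 5 × 10^6 yeast cells/mL · Buffer or medium – YPD medium · Compound – single dose · Timing – 4 h static compound exposure, 37 °C, read 1 h post-reagent · Signal – adenylate kinase release luminescence · Read-out basis – lysis from increased AK signal · Benchmarks – Clomiphene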
ERAP1 inh = ERAP1 (human) enzyme inhibition. Q9NZ08. recombinant ERAP1, Leu-AMC fluorescence, 60 min. inhibition, % at 10.7 µM. hit rate 0.15% among 340,000. AID 652197;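 active = mean replicate inhibition of at least 30%, or all replicates individually reaching that 30% level; inactive = mean below 30% and not every replicate reaching it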;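 also: 0% = neutral control wells and 100% = L-leucinethiol positive control wells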
PglD inh = PglD (C. jejuni) enzyme inhibition; purified PglD enzyme, DTNB colorimetric CoA detection; inhibition, % at 12.5 µM; hit rate 0.098% among 360,000; in the data active = inhibition above about 16%, passing the limit was not always enough; also: strong numbers were not always called active
E-sel inducer = E-selectin induction on HUVECs; hit rate 0.37% among 260,000; AID 686992; activation, % at 7.58 µM; HUVEC E-selectin immunofluorescence imaging; normalized: neutral wells 0, TNF-alpha wells 100;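 active = mean E-selectin-positive cell signal at least 10% of the positive control, reached in at least 60% of replicates, without over 20% cell loss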;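 also: in these data hits start at about 27%; measured in HUVEC primary endothelial cells; signal is the percent of cells scored E-selectin positive by PE staining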
Target sequence (P16581 whole entry, looked up): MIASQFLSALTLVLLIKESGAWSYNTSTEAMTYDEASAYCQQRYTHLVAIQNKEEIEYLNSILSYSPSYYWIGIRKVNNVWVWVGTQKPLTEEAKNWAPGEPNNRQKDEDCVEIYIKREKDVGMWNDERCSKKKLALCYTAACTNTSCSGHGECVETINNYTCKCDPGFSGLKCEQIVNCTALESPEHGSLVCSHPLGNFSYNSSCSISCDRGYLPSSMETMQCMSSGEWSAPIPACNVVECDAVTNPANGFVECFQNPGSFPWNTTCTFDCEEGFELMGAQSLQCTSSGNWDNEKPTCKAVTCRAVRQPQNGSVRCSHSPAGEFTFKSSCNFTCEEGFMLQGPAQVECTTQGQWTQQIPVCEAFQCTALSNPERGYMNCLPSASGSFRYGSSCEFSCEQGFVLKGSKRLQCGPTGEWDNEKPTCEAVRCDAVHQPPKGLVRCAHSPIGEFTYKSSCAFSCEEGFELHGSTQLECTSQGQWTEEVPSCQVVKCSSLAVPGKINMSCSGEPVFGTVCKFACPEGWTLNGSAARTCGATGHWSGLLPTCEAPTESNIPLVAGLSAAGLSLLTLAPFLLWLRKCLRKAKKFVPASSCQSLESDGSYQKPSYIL
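assay system = HUVEC, human umbilical vein endothelial cells | input = 3,000 HUVEC seeded per well | medium = EGM-2 growth medium on 0.1% gelatin-coated wells | dosing = one compound dose added by pin transfer | signal = immunofluorescence imaging | read-out basis = % PE-positive cells | control set = TNF-alpha, DMSO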
An asterisk follows results filed as active; i = inactive; · = not tested or not shown; & = joins results of further samples; [ ] = remark or other dose.

SMILES	miR122 inh	PGC1a acetyl inh	RAD52 inh	RAD54 inh	Cneo AK release	ERAP1 inh	PglD inh	E-sel inducer
Cc1ccc(C(=O)Nc2scc(-c3ccccc3)c2C(=O)O)cc1	-2	-2	-18	-9	-6	·	0	0.0
COc1ccc(C(CCNCc2ccc(N(C)C)cc2)c2ccccc2OC)cc1 (stereo not given)	-15	5	-28	2	-2	1	-1	-0.4
COc1ccc(N(CC(=O)NC2CC3CCC2C3)S(=O)(=O)c2ccc(C)c([N+](=O)[O-])c2)cc1 (stereo not given)	1	0	1	-1	-3	-1	-2	·
Cc1cccc(NC(=S)NCCc2ccccn2)c1	-2	8	-17	0	2	0	0	·
CC(C)NC(=O)N(C)C[C@@H]1OCCCC[C@@H](C)Oc2ccc(NC(=O)CCCN(C)C)cc2C(=O)N([C@H](C)CO)C[C@@H]1C	1[16.7 µM]	-4	-22	-9	-1	-1	5	·
Cc1cccc(S(=O)(=O)N2C[C@H](O)COC[C@H]3O[C@H](CC(=O)Nc4ccccc4)CC[C@@H]32)c1	-4[16.7 µM]	2	-3	2	-2	0	5	-0.1
Cc1ccc(S(=O)(=O)NCCC(=O)N2CCCC(C)C2)cc1 (stereo not given)	0	-8	-5	-2	4	5	4	-1.8
CN(CC(O)CN)CC(O)CN1CCCCC1 (stereo not given)	1	2	10	-6	3	-4	4	·
Cc1cc(C)cc(C(=O)/C=C2\NC(=O)CS2)c1	-2	-1	·	-5	6	·	-4	·
CC1CCCN(c2ccc(C(=O)Nc3nnc(C4CC4)s3)cc2[N+](=O)[O-])C1 (stereo not given)	·	·	-12	8	-2	15	-1	·
CCCC#Cc1ccc2c(c1)O[C@@H](CN(C)C(=O)NCCC)[C@@H](C)CN([C@H](C)CO)S2(=O)=O	11[16.7 µM]	-1	6	8	9	-2	1	-0.2
O=C(Nc1cnccn1)Nc1ccccc1Cl	-2	4	1	1	-1	1	4	·
CCOC(=O)[C@H]1[C@H]2COc3ccc(OC)cc3[C@@H]2N2C(=O)[C@H](C)NC(=O)[C@@]12C	·	·	-45	3	0	-5	6	-0.1
Cc1ccc(C(=O)Nc2ccc(S(=O)(=O)N3CCCC3)cc2)cc1	15	·	-25	·	·	2	·	0.2
C[C@@H]1CCCCO[C@@H](CN(C)C(=O)Nc2ccc(C(F)(F)F)cc2)[C@@H](C)CN([C@H](C)CO)C(=O)c2cc(NS(=O)(=O)c3cccs3)ccc2O1	·	13	-26	·	·	1	·	0.0

Single values from above.
CCOC(=O)[C@H]1[C@H]2COc3ccc(OC)cc3[C@@H]2N2C(=O)[C@H](C)NC(=O)[C@@]12C in RAD52 inh is entered as -45
CC(C)NC(=O)N(C)C[C@@H]1OCCCC[C@@H](C)Oc2ccc(NC(=O)CCCN(C)C)cc2C(=O)N([C@H](C)CO)C[C@@H]1C in Cneo AK release is entered as -1

(cont.)
SMILES	miR122 inh	PGC1a acetyl inh	RAD52 inh	RAD54 inh	Cneo AK release	ERAP1 inh	PglD inh	E-sel inducer
CN1CCN(C(=O)C[C@@H]2CC[C@H]3[C@@H](COC[C@@H](O)CN3CC3CC3)O2)CC1	-6[16.7 µM]	-4	-12	23	-1	-1	1	0.0
C[C@H](CO)N1C[C@H](C)[C@@H](CN(C)C(=O)Nc2ccc(C(F)(F)F)cc2)Oc2c(NS(=O)(=O)c3cn(C)cn3)cccc2C1=O	9[16.7 µM]	-2	6&4	-11&-2	4&-7	-1&-1	2&2	2.7&0.2
COc1ccc(N2C(=O)CSC2c2cccc(F)c2)cc1 (stereo not given)	-2	-6	-7	-1	-2	1	-1	1.7
Cc1ccsc1C(=O)N1CCC1(C)C(=O)NCc1cccc2ccccc12 (stereo not given)	0	-41	-4	-10	0	-2	5	-0.5
Cc1ccccc1S(=O)(=O)N[C@@H]1CC[C@H](CCn2cc(-c3ccccc3)nn2)O[C@H]1CO	·	-9	7	-8	-1	1	2	-0.7
CCCCN(C)CCNC(=O)CCn1nc(-c2ccc(Cl)cc2)ccc1=O	-2	-2	4	-8	-2	0	-6	·
COC(C/C=C/C(=O)COCc1ccccc1)OC	-11	·	-8	-9	6	1	-2	0.2
COc1cc(-c2noc(-c3ccccc3C(=O)NCc3ccco3)n2)cc(OC)c1OC	-2	-10	·	-3	0	·	-11	·
CNC[C@@H]1Oc2ccc(NC(=O)Nc3ccc(C(F)(F)F)cc3)cc2C(=O)N([C@@H](C)CO)C[C@H]1C	-1[16.7 µM]	6	5	6	2	-7	-2	·
CCOC(=O)c1c(NC(=O)CSc2n[nH]c(CNc3ccccc3)n2)sc(C)c1C	0	-4	-13	2	0	-5	0	·
C[C@@H]1CN([C@H](C)CO)C(=O)c2cccc(NS(=O)(=O)c3ccccc3)c2O[C@@H]1CN(C)S(=O)(=O)c1ccc(Cl)cc1	-6[16.7 µM]	8	·	2	1	·	0	-0.4
c1ccc2c(c1)CC1(CCCC1)N=C2N1CCOCC1	1	11	-10	-12	-1	-1	2	·
Cc1ccc(Cc2c(-c3ccco3)nc3c(C)cc(Br)cn23)cc1	8	7	-107	6	3	-1	3	·
COc1ccc(NC(=O)CCc2nc3ccccc3[nH]2)cc1	1	-1	-9	·	·	·	·	0.1
CN(C)Cc1c(C(=O)N/N=C/c2ccc(-c3ccccc3)cc2)nnn1-c1nonc1N	-10	12	-2	5	0	-2	-2	·

Three compounds already listed, arranged by molecular weight, smallest number first.
SMILES	miR122 inh	PGC1a acetyl inh	RAD52 inh	RAD54 inh	Cneo AK release	ERAP1 inh	PglD inh	E-sel inducer
COc1ccc(N2C(=O)CSC2c2cccc(F)c2)cc1 (stereo not given)	-2	-6	-7	-1	-2	1	-1	1.7
CN(C)Cc1c(C(=O)N/N=C/c2ccc(-c3ccccc3)cc2)nnn1-c1nonc1N	-10	12	-2	5	0	-2	-2	·
CCOC(=O)c1c(NC(=O)CSc2n[nH]c(CNc3ccccc3)n2)sc(C)c1C	0	-4	-13	2	0	-5	0	·

Further entries.
SMILES	miR122 inh	PGC1a acetyl inh	RAD52 inh	RAD54 inh	Cneo AK release	ERAP1 inh	PglD inh	E-sel inducer
COCCCN(C(=O)c1ccc(N2CCCC2=O)cc1)c1c(N)n(Cc2ccccc2)c(=O)[nH]c1=O	-4	12	0	-5	0	0	1	0.0
CC(=O)Nc1ccc(NC(=O)C(C)OC(=O)C2CCCCC2)cc1 (stereo not given)	12	3	-16	11	1	4	-1	·
CN(Cc1nccs1)C(=O)c1ccc(OC2CCN(Cc3ccccn3)CC2)cc1	·	·	-16	3	5	2	-3	-0.9
CO[C@@H]1CN(C)C(=O)c2cc(NC(=O)Nc3ccc(Cl)cc3)ccc2OC[C@H](C)NC[C@H]1C	-5[16.7 µM]	0	13&-12	6	4	-2	5	0.2&0.1
CCCNC(=O)N1C[C@@H](O)COC[C@H]2O[C@H](CC(=O)NCc3ccncn3)CC[C@@H]21	3[16.7 µM]	-7	2	-7	0	1	-1	0.0
CCc1nccn1CCC(=O)NC1CC(C)(C)Cc2c1cnn2-c1cccc(F)c1 (stereo not given)	2	3	5	-12	0	-1	2	·
COc1ccc(NC(=S)N2CCN(c3ccc([N+](=O)[O-])cc3)CC2)cc1OC	·	-28	-16	·	·	0	·	-1.4
Cc1cccc(-n2c(SCC(=O)N3CC(=O)Nc4ccccc43)nc3ccccc3c2=O)c1	0	7	-129	-9	4	1	5	0.9
CC1CN(C(=O)Cn2c(C(F)(F)F)nc3ccccc32)CC(C)O1 (stereo not given)	3	3	·	3	0	·	1	·
C[C@@H]1CCCCO[C@H](CN(C)C(=O)CCCN(C)C)[C@@H](C)CN([C@@H](C)CO)C(=O)c2cc(NC(=O)Nc3cccc4ccccc34)ccc2O1	1[16.7 µM]	-1	43	11	7	3	-4	-0.3
O=C(/C=C/c1cnc2ccccc2n1)NC12CC3CC(CC(C3)C1)C2	-2	0	·	-4	-7	·	3	·
COc1cccc(NC(=S)NNC(=O)C(C)n2nc(C)c([N+](=O)[O-])c2C)c1 (stereo not given)	0	-12	·	-3	0	·	3	·
Cn1c(SCc2nc(-c3ccc(Cl)cc3)no2)nnc1-c1cccs1	44	6	-13	-13	0	-3	5	·
COc1ccc(C(=O)Nc2ccccc2C(=O)NCc2ccco2)cc1OC	-13	-12	-7	-12	·	6	0	·
CC1(C)Cc2c(c(-c3ccco3)nc3n[nH]c(N)c23)CO1	-2	12	·	-6	0	·	6	·
C[C@@H]1CCCCO[C@H](CN(C)C(=O)c2ccncc2)[C@H](C)CN([C@H](C)CO)C(=O)c2cc(NS(=O)(=O)c3cccs3)ccc2O1	3[16.7 µM]	-1	-4	-6	1	4	-5	0.3
COC(=O)c1ccc(C)c(NC(=O)CCSc2ccc(Cl)cc2)c1	-1	-11	·	-4	1	·	-10	·
COc1ccc(CC(=O)Nc2nc(-c3cccnc3)cs2)cc1	0	1	·	6	1	·	-1	·
Cc1ccc(CN2CCN(Cc3cn(C(C)C)c4ccccc34)CC2CCO)o1 (stereo not given)	-3	-6	-14	-2	0	-4	-1	·
COc1ccccc1C1NC(c2ccccc2OC)C(C)C(=O)C1C (stereo not given)	1	6	·	-7	2	·	-10	·
CCOc1ccc(N(CC(=O)NC2CC3CCC2C3)S(=O)(=O)c2ccc(C)cc2)cc1 (stereo not given)	18	-11	-18	-6	1	0	-4	·
CS(=O)(=O)N(CC(=O)NCCSCc1ccco1)c1ccc(Cl)cc1	-4	-5	-5	1	-1	-5	-7	-0.1
CN(C[C@@H]1[C@H](c2ccccc2)[C@H](CO)N1Cc1ccccn1)S(C)(=O)=O	-8[16.7 µM]	-6	-6	-2	7	-3	2	-0.1
CCOc1ccc2[nH]c(=O)c(CN(Cc3cccs3)Cc3nnnn3C(C)(C)C)cc2c1	·	-8	-8	-1	1	4	6	·
O=C(NNC(=O)c1ccccc1[N+](=O)[O-])c1csc(N2CCOCC2)n1	-2	15	0	0	-1	-2	0	·
Cc1noc(C)c1S(=O)(=O)N1CCCCC1c1cc(C(=O)Nc2cccc3c2CCCC3)no1 (stereo not given)	-8	-3	-19	13	0	4	3	0.0
Cc1cc(O)c(/C=N/c2ccccn2)c(=O)o1	·	·	i	-51	0	1	-2	·
Cc1ccccc1-c1noc(-c2ccccc2F)n1	-4	3	-1	6	-1	2	1	·
C[C@@H]1CCCCO[C@@H](CN(C)C(=O)CCCN(C)C)[C@H](C)CN([C@H](C)CO)C(=O)c2cc(NC(=O)NC3CCCCC3)ccc2O1	4[16.7 µM]	-4	21	9	0	-2	-1	-0.2
CCOc1ccccc1Oc1c(C)oc2cc(OC(=O)c3ccco3)ccc2c1=O	-2	8	·	9	0	·	4	·
O=C(O)CC(NS(=O)(=O)c1ccc2c(c1)OCCO2)c1ccccc1[N+](=O)[O-] (stereo not given)	·	4	-15	-2	0	1	-2	0.3
O=C(Nc1ccccc1)C(=O)Nc1ccccn1	-8	11	·	6	-3	·	-2	·
CC(=O)c1cccc(NC(=O)N2CCCC2C(=O)Nc2cc(C)ccc2C)c1 (stereo not given)	-3	-19	·	-7	-2	·	-2	·
CO[C@H]1CN(C)C(=O)c2ccc(NC(C)=O)cc2OC[C@@H](C)N(Cc2ccccn2)C[C@@H]1C	-3[16.7 µM]	0	-7	-2	-1	-3	-2	0.1
CN(C)C(=O)c1ccc(-c2ccc([C@@H]3[C@H](CO)N4CCCCN(CCC(F)(F)F)C[C@@H]34)cc2)cc1	17[16.7 µM]	0	-5	0	0	0	-3	-0.3
COc1ccccc1C(=O)NCC(=O)N/N=C(\C)Cc1ccccc1	-8	-11	-12	-1	0	-7	-2	·
Cc1cccc(CCNC(=O)CCNS(=O)(=O)c2cc(Br)cnc2N)c1	22	4	-5	2	5	1	0	0.3
